# Screens as filed in PubChem BioAssay.
# aDG glyco up = activators of alpha-DG glycosylation, primary screen, uHTS, Pro5-aDG cells, AlphaScreen. AID 624168, 2012. actives 0.22% (n = 360,000). alpha-DG glycosylation AlphaScreen (IIH6); 0% Pro5, 100% B10-LARGE cell signal. activation, % at 10 µM;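 active = activation of at least 8% versus controls, or a plate z-score of at least 8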;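 note: Pro5 are CHO cells carrying HIG-tagged alpha-DG that lacks glycosylation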
# ABCB6 inh MLPCN = ABCB6 transporter inhibitors, primary screen, K562-ABCB6 cells, flow cytometry, MLPCN library; K562-ABCB6 porphyrin accumulation, 1 h; active compounds read low; actives 0.19% (n = 360,000); ATP-binding cassette sub-family B member 6 (Homo sapiens), Q9NP58; fluorescence ratio to DMSO, % at 10 µM; AID 602162, 2011;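 active = fluorescence ratio to DMSO below 75%, the collection mean minus 3 SD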;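 note: signal is porphyrin accumulated inside mitochondria; 100% equals median channel fluorescence of DMSO control wells; lower ratio means ABCB6 inhibition with less porphyrin fluorescence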
# CaV13 ICDI inh = Disruptors of the CACNA1D IQ motif to Ca2+-dependent inactivation inhibitor domain association, primary screening, Förster resonance energy transfer in intact living …; HEK cells, CFP/YFP FRET ICDI-IQ, plate reader, 10 min; percent FRET-ratio fall versus neutral wells; inhibition, % at 12.3 µM; actives 0.098% (n = 340,000); AID 743397;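 active = mean replicate inhibition of at least 30% and at least 1% of replicates passing that level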;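 note: 0% = median of the neutral control wells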
# HTR2A ag = mouse Htr2a agonists via beta-arrestin recruitment, primary screen, cell-based, luminescence; 5-hydroxytryptamine receptor 2A (Mus musculus), P35363; actives 0.66% (n = 360,000); CHO-K1 mHTR2A beta-arrestin complementation; percent of 30 µM serotonin response; AID 624169, 2012; activation, % at 7.6 µM;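 active = activation above a run cutoff, the mean activation of all tested compounds plus 3 SD, cut at about 14% in these data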;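 note: 0% = plate median of compound wells and 100% = 30 µM serotonin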
# Target sequence (P35363 whole entry, looked up): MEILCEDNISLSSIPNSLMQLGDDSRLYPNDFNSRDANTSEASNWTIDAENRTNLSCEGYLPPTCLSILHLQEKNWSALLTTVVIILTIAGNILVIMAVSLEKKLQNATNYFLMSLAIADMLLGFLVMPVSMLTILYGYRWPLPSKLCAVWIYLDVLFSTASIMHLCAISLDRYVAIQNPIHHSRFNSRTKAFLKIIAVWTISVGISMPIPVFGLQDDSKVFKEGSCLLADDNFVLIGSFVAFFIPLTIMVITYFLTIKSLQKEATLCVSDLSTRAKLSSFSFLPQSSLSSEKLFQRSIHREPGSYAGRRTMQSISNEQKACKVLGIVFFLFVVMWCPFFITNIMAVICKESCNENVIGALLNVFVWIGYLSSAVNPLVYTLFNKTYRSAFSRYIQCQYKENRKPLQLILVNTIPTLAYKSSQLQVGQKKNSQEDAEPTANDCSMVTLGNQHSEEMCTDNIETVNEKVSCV
# Cardio protect = cardioprotection against H2O2-induced cell death, primary screen, uHTS, H9c2 cells, ATPLite luminescence | protection from H2O2 cell death, % at 20 µM | actives 0.63% (n = 360,000) | AID 588492, 2011 | H9c2 cardiomyocytes, H2O2 injury protection, 2 h;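 active = compounds giving at least 50% protection of heart cells from peroxide-induced death in the single-dose screen, raw or plate-pattern-corrected value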;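 note: 0% = DMSO wells with peroxide and 100% = DMSO wells without peroxide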
# Glyco luc inh = increase of ERlucT glycosylation luciferase signal, primary screen, N-linked glycosylation inhibitor project, D54 ERlucT cells, luminescence, set 2. D54 ERlucT glycosylation luciferase reporter, 24 h; percent of 100 nM tunicamycin response. reporter increase, % at 12.5 µM. actives 0.23% (n = 360,000);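 active = mean luciferase reporter signal, scaled so untreated is 0 and the glycosylation-blocking control 100, at or above a set limit in every replicate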;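 note: luciferase carries N-glycosylation sites so blocking glycosylation raises the light; 0% = median of neutral control wells and 100% = median of 100 nM tunicamycin wells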
# hiPSC survival = enhancers of single-cell hiPSC survival, primary screen, ATPlite luminescence; 100% = ROCK inhibitor wells, 0% = DMSO; survival enhancement, % at 20 µM; actives 0.044% (n = 360,000); in the data active = survival enhancement above about 18%;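 note: cells exposed to compounds for 16 hours before the ATP read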
# Granule exo inh = LAMP-1 surface exposure blockers, TALL-104 cells – cell-based, flow cytometry, MLPCN library, primary screen; TALL-104 LAMP-1 surface exposure; cells stimulated with thapsigargin and PMA; inhibition, % at 10 µM; actives 0.66% (n = 360,000); AID 651702, 2012;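 active = inhibition above about 55%, limit read from the data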
# PDI inh = inhibitors of human PDI, primary screen, biochemical, turbidity, single point, plate reader; Protein disulfide-isomerase (Homo sapiens), P07237; PDI insulin aggregation turbidity, A650, 90 min; inhibition, % at 10 µM; actives 0.052% (n = 350,000); AID 588391, 2011;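 active = mean inhibition across replicates of 30% or more, whatever share of single replicates reach that level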;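 note: absorbance from insulin aggregation driven by PDI reduction with DTT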
# Target sequence (P07237 whole entry, looked up): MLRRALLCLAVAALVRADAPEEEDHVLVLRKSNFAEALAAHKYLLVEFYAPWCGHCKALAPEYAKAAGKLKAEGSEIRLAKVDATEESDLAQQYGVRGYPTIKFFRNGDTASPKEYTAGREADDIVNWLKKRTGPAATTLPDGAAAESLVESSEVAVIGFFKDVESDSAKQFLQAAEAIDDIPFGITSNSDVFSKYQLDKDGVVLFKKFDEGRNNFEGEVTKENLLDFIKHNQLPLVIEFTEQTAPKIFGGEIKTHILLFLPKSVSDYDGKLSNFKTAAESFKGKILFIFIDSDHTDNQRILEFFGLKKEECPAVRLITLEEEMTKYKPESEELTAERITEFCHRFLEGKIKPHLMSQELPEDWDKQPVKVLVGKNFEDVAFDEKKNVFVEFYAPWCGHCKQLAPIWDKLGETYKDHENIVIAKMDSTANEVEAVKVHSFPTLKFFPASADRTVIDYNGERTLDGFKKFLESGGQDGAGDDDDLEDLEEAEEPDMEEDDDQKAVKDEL
# Vif imaging = HIV Vif self-association inhibitors, primary screen, imaging, HEK293T, single point. actives 0.35% (n = 340,000). HEK293T cells, Vif self-association by quenched fluorescence, 24 h. inhibition, % at 7.49 µM; in the data active = inhibition above about 50%, passing the limit was not always enough; note: some results filed as inactive read as strong as hits
# The depositor's hits bear a star; x = no result given.
SMILES,aDG glyco up,ABCB6 inh MLPCN,CaV13 ICDI inh,HTR2A ag,Cardio protect,Glyco luc inh,hiPSC survival,Granule exo inh,PDI inh,Vif imaging
Cc1ccc(S(=O)(=O)NCC2CCC(C(=O)NC3CCCCC3)CC2)cc1 (stereo not given),-0.1,99.0,-6.4,2.7,-7.0,0.4,1.1,-2.0,-4.1,-5.2
C=CCc1cccc(C=Nc2c[nH]c(=O)[nH]c2=O)c1O,0.0,108.0,-2.5,1.4,25.9,1.0,0.6,-0.5,-3.4,-5.1
CC(C)(C)OC(=O)N1CCC(NC(=O)c2[nH]cnc2C(=O)Nc2ccon2)CC1,-0.1,96.0,-9.6,-0.1,4.2,10.8,-0.9,-0.7,3.0,-8.2
Cc1ccc(OCCN2CCN(c3nc(NCc4ccco4)c4ccccc4n3)CC2)cc1,3.0,97.0,-7.4,-7.3,-10.3,2.3,23.9*,44.4,2.0,-6.1
CCOc1cc(C2c3c(oc4ccccc4c3=O)C(=O)N2c2nccs2)ccc1O (stereo not given),0.5,101.0,-15.1,2.2,-4.8,0.8,-0.2,1.6,1.9,-2.5
COc1ccc(-c2cc(N)n(S(=O)(=O)c3ccc(C)cc3)n2)c(OC)c1,-0.1,100.0,-8.4,-2.1,-22.8,-3.0,-0.7,17.6,6.0,-10.9
COc1cc(N(Cc2ccccc2)Cc2ccccc2)c2ncn(C(C)C)c2c1,0.1,103.0,-10.4,-2.9,-8.3,-3.6,-0.4,-0.9,-0.3,-4.5
COc1cccc(CNC(=O)CCS(=O)(=O)c2ccccc2Cl)c1,-0.1,98.0,-5.4,5.6,2.2,0.6,-0.3,0.6,-7.8,-0.1
CC1=N/C(=C/c2ccc([N+](=O)[O-])cc2)C(=O)N1c1ccc(Cl)cc1Cl,-0.1,99.0,-7.6,-2.5,-3.9,1.7,1.9,10.6,-0.9,-6.4
COc1cc(OC)cc(C(=O)NC2CCN(C(=O)N3c4ccccc4Sc4ccccc43)CC2)c1,-0.1,102.0,-10.6,-3.7,-3.5,8.2,-1.3,2.0,-102.0,6.9
CC1(C)c2[nH]c3ccccc3c2C[C@H]2C(=O)N(N)CC(=O)N21,0.1,96.0,-1.3,-1.4,1.2,-0.6,-0.2,1.3,0.4,x
CCN(CC)S(=O)(=O)c1ccc(OCC(=O)NCc2ccco2)cc1,-0.1,98.0,-16.0,-0.1,-1.2,-1.6,-0.5,-3.2,2.3,x
CC(=O)[C@H]1[C@H]([C@H](O)[C@H](O)CO)O[C@](O)(C(=O)O)C[C@@H]1O,0.0,101.0,x,2.5,1.6,0.6,-1.5,-5.7,x,-4.8
Cn1/c(=N/NC(=O)c2ccccc2F)sc2ccccc21,0.0,102.0,-4.5,2.2,-9.4,0.5,0.9,1.3,8.9,-0.7
Cc1nc2ccc(NC(=O)Cc3ccc(Br)cc3)cc2s1,0.0,94.0,-2.6,-5.4,-5.2,2.8,0.2,0.5,1.4,5.7
Cc1nnsc1C(=O)N1CCC(C(=O)c2ccccc2)CC1,0.1,105.0,0.3,-1.4,10.4,1.2,-0.3,-4.4,4.8,-1.2
CCN(CC)CC(=O)NC12CC3CC(CC(C3)C1)C2,0.1,84.0,x,0.1,6.0,1.7,-0.1,-6.2,-2.2,6.3
O=C(CC1C(=O)NCCN1CC(c1ccccc1)c1ccccc1)NCC1CCOCC1 (stereo not given),-0.2,100.0,-5.5,5.7,3.6,2.2,2.2,0.5,8.0,x
CN(C)CCCC1(O)c2ccccc2CCc2ccccc21,0.0,103.0,-1.7,-7.5,0.3,-3.8,0.1,-2.7,7.8,4.6
C/C(=N/O)c1no[n+]([O-])c1/C(C)=N\O,0.0,94.0,-0.7,1.3,0.7,0.4,-0.8,-0.1,-5.6,-3.7
CN(Cc1nc(-c2cccs2)no1)CC(O)c1ccccc1 (stereo not given),0.2,103.0,-6.4,2.8,-0.9,0.4,-0.6,-1.4,12.5,-0.3
CCOC(=O)CCCCCC(=O)Nc1ccc2c(c1)C(=O)N([C@H](C)CO)C[C@H](C)[C@@H](CN(C)C(=O)Nc1ccc(OC)cc1)O2,0.0,100.0,x,1.7,-7.4,2.7,3.0,2.0,0.5,-0.5
COC(=O)C(NS(=O)(=O)c1ccc(NC(C)=O)cc1)C(C)C (stereo not given),0.0,95.0,-8.9,4.0,2.2,2.0,0.4,1.2,0.1,-7.4
Cn1cnc(S(=O)(=O)N2CCCCC2c2cc(C(=O)Nc3ccccc3Cl)no2)c1 (stereo not given),-0.2,96.0,-14.1,-2.8,3.9,0.1,-1.5,2.6,-5.9,-16.1
CCOC(=O)CSc1cccc2cccnc12,-0.2,106.0,0.0,0.2,24.3,10.6,0.8,6.5,-1.7,x
CC1=CCC(COC(=O)Nc2ccccc2)CC1 (stereo not given),0.1,95.0,x,-2.1,-19.3,-2.4,-2.3,-0.7,-13.1,-1.7
O=C(CNC(=O)c1ccco1)OCc1ccc(C(=O)c2ccccc2)cc1,0.4,136.0,-6.1,-1.9,-2.3,1.8,0.3,-5.8,-0.7,1.5
COc1ccc(C(OCC(O)CN(C)C2CCCCC2)c2ccc(OC)cc2)cc1 (stereo not given),-0.1,90.0,-3.0,-3.1,1.7,-3.8,-0.7,16.0,-0.5,-0.3
N#Cc1nc(-c2ccccc2)oc1N1CCCCC1,-0.3,92.0,-6.0,-1.6,-3.5,-0.9,2.7,1.2,3.8,-10.6
OCCN1CCN(C(=S)c2ccc(Br)cc2)CC1,-0.1,101.0,-3.1,-0.3,5.4,1.2,-0.8,2.2,3.6,-1.0
CCN(CC)S(=O)(=O)c1cc(C(=O)Nc2ccncc2)ccc1Cl,1.7,90.0,x,1.3,-12.7,-2.8,2.1,1.5,3.4,-69.5
Cc1cc(=O)n2nc(N3CCC(C(=O)Nc4c(F)c(F)c(F)c(F)c4F)CC3)sc2n1,-0.4,99.0,-2.6,-11.5,3.1,3.0,1.1,-2.4,-2.1,-8.9
COCC(C)n1c(C)cc(C(=O)CSc2ncccn2)c1C (stereo not given),0.0,103.0,0.7,1.5,1.6,1.5,-0.1,1.6,12.1,11.1
CCOC1CCCc2oc(-c3ccc(N(C)C)cc3)c(C(=O)OC)c21 (stereo not given),1.5,97.0,-8.5,-1.5,x,x,-0.5,-4.1,x,x
Cc1nc(N/N=C/c2ccc(O)cc2)c2cnn(-c3ccccc3)c2n1,-0.5,95.0,-4.4,-0.1,8.4,0.5,-0.3,19.8,-7.9,-14.3
Cc1cccc(OCC(=O)N2CCC3(CC2)CC(=O)c2ccccc2O3)c1,0.0,101.0,-2.0,-4.5,7.0,1.0,-0.2,12.7,-0.5,-0.9
Cc1cccc(C)c1NC(=O)COC(=O)c1ccc([N+](=O)[O-])o1,0.2,104.0,-4.8,-0.5,8.9,2.2,2.0,-2.5,-0.6,7.1
CCOc1ccc(NC(=S)N2CCCN(Cc3cc(C)ccc3C)C2)cc1,0.1,96.0,4.3,-3.5,-2.3,1.1,-0.7,-3.0,16.4,1.8
CC(=O)Nc1ccc(S(=O)(=O)NN=Cc2ccc(Cl)c(Cl)c2)cc1,0.6,94.0,-6.0,0.1,0.9,2.5,-3.1,-1.3,4.2,5.9
COc1cccc(-c2cc3nc(NCc4ccc5occc5c4)n(C)c(=O)c3s2)c1,-0.1,95.0,-6.6,2.5,-7.8,-3.5,0.5,-4.6,-53.2,-17.7
CC(C)NC(=S)N/N=C/c1sc(N2CCCCC2)nc1-c1cccs1,0.8,140.0,-29.8,-0.4,-4.2,-10.2,-0.7,-6.4,-8.9,-9.3
O=C(Nc1nc2c(s1)CCCC2)c1cccc(S(=O)(=O)N2CCCc3ccccc32)c1,-0.2,90.0,-2.8,0.8,-9.0,-8.0,0.1,-1.9,-9.5,-17.3
S=c1[nH]nc(COc2ccc(Cl)cc2)n1-c1ccc(Cl)cc1,0.0,101.0,-0.8,5.1,2.5,0.9,0.1,-3.3,-1.7,-3.2
Cc1cc(-c2ccc(S(=O)(=O)NCc3ccc(F)cc3)cc2)on1,0.4,101.0,-7.1,-0.3,-8.5,-1.5,-0.6,1.9,11.4,-2.8
O=C1NC(=O)/C(=C\c2ccccc2OCc2ccccc2)S1,-0.1,97.0,-4.6,1.8,0.2,-2.5,-1.9,2.3,6.4,-5.6
COC(=O)C1=C(C)N(Cc2ccccc2)C(=NCCc2ccccn2)N[C@H]1c1cccc(C(F)(F)F)c1,2.7,100.0,-4.7,-2.2,4.3,-8.4,-3.7,0.2,1.7,-17.1
CNc1nc(Nc2ccc(C)c(Cl)c2)c2cnn(C)c2n1,0.3,99.0,-3.3,-4.1,-10.3,8.2,0.1,-8.3,1.1,-8.5
COc1ccc(CNC(=O)CSc2nnc3c(n2)[nH]c2ccc(OC)cc23)cc1,0.0,95.0,-1.9,-2.2,-1.6,1.7,-0.5,-2.1,1.6,7.9
Nc1cccc(-c2cc(-c3ccccc3)nc(-c3cccc(N)c3)n2)c1,0.1,89.0,-10.3,0.4,4.0,4.0,0.7,7.6,-4.8,-0.6
COc1cc(C#N)c(NC(=O)CN2CCN(CCO)CC2)cc1OC,-0.2,98.0,2.6,3.0,2.2,1.1,0.1,-0.1,0.3,7.6
O=C(O)c1cccc(-n2nnnc2SCc2ccccc2Cl)c1,0.1,100.0,4.8,-1.5,-0.3,2.2,2.3,-7.0,0.0,4.1
Cc1ccccc1C(=O)N1CCC(C(=O)OCc2nc(N)nc(Nc3ccccc3)n2)CC1,0.0,101.0,-4.7,4.3,4.9,2.1,-0.5,3.4,-7.9,9.4
O=C(COc1ccc(Br)cc1)Nc1ccc(N2CCOCC2)cc1N1CCOCC1,-0.3,96.0,-5.9,0.9,-8.0,-0.8,0.2,5.1,0.0,6.8
Cc1cccc(NC(=O)c2nc[nH]c2C(=O)NCc2ccccc2)c1,0.1,98.0,-3.5,-0.2,2.4,1.8,1.1,-6.9,-6.5,-0.6
Cc1ccc(S(=O)(=O)N=S(CC2CC2(Cl)Cl)CC2CC2(Cl)Cl)cc1 (stereo not given),0.2,97.0,-8.1,-0.1,-3.0,-0.5,-2.2,-1.5,-7.3,1.0

# An excerpt from above, reduced to PDI inh and Vif imaging.
SMILES,PDI inh,Vif imaging
Cc1ccccc1C(=O)N1CCC(C(=O)OCc2nc(N)nc(Nc3ccccc3)n2)CC1,-7.9,9.4
O=C(COc1ccc(Br)cc1)Nc1ccc(N2CCOCC2)cc1N1CCOCC1,0.0,6.8
Cc1cccc(NC(=O)c2nc[nH]c2C(=O)NCc2ccccc2)c1,-6.5,-0.6
